ERAP1 HTS inh: ERAP1 (human) enzyme inhibition; recombinant ERAP1, Leu-AMC fluorescence, 60 min; AID 652197; inhibition, % at 10.7 µM; 340,000 tested, 0.15% active;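 active = mean replicate inhibition of at least 30%, or all replicates individually reaching that 30% level; inactive = mean below 30% and not every replicate reaching it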;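 note: 0% = neutral control wells and 100% = L-leucinethiol positive control wells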
Target sequence (Q9NZ08 whole entry, looked up): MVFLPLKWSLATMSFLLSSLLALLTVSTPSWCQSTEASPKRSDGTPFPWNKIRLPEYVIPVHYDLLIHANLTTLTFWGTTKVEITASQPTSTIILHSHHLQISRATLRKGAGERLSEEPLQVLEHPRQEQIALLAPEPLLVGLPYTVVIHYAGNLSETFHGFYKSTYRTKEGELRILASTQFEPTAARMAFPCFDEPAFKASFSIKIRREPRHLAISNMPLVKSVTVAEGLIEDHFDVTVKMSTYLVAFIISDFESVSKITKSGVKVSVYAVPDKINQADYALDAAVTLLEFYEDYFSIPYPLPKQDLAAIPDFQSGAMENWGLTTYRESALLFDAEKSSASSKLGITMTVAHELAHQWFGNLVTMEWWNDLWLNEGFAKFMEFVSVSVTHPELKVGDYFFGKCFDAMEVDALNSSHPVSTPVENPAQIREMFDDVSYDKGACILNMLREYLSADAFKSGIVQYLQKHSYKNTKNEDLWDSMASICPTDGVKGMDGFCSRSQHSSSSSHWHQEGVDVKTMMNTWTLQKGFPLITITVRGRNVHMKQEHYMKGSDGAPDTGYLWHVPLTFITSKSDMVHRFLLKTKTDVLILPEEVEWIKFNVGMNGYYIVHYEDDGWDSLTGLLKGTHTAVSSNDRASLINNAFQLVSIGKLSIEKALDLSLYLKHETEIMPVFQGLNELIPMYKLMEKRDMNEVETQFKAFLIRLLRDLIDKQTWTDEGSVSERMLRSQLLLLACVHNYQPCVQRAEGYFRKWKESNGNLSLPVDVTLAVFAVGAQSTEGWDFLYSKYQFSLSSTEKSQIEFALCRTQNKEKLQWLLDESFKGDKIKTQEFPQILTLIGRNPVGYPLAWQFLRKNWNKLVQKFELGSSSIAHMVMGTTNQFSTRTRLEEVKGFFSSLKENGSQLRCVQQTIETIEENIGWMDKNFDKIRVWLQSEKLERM
PglD inh: blocks C. jejuni PglD acetyltransferase activity. 360,000 tested, 0.098% active. purified PglD enzyme, DTNB colorimetric CoA detection. inhibition, % at 12.5 µM; in the data active = inhibition above about 16%, passing the limit was not always enough; note: strong numbers were not always called active
FN deposit inh: fibronectin deposition inhibition; 350,000 tested, 0.086% active; AH1F fibroblasts, Alexa488-fibronectin deposition fluorescence, overnight; AID 743247; inhibition, % at 12.6 µM;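 active = mean inhibition across replicates of 30% or more, regardless of how many single replicates reach that level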;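 note: positive control wells lacked labelled fibronectin entirely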
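Material – AH1F fibroblast monolayer, labelled fibronectin deposition · Reagent – labelled fibronectin 24 nM · Timing – 1 h adhesion, overnight exposure · Measured by – fluorescence at 485 nm excitation, 525 nm emission · Read-out – inhibition of fibronectin deposition signal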
S100A4 MyoIIA: inhibitors of human S100A4 binding to myosin IIA peptide | inhibition, % at 10.7 µM | S100A4/TAMRA-MyoIIA peptide fluorescence polarization | AID 652163 | 360,000 tested, 0.14% active | P26447;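 active = mean inhibition of at least 70% across replicates, with every replicate also reaching that level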
Target sequence (P26447 whole entry, looked up): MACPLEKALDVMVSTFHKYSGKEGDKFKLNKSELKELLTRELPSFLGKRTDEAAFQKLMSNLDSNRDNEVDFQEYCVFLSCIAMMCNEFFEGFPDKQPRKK
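Material: S100A4 monomer (human). Medium: Calcium-containing HEPES buffer, pH 7.2. Probe or stimulus: labelled myosin peptide probe, 5 nM. Compound dosing: one concentration per compound. Timing: polarization read 5 min after assay mix addition, stable 5–60 min. Benchmarks: DMSO as neutral control, TFP as positive control.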
PAX8 inh HTS: inhibitors of PAX8 transcriptional activity in RMG-I cells; inhibition, % at 12.6 µM; RMG-I TPO-luciferase reporter, SteadyGlo, 24 h; 360,000 tested, 1.2% active;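 active = mean replicate inhibition at least 60% with every replicate also reaching 60%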;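 note: luciferase light reporting Pax8 driven TPO promoter activity; plate controls were median of neutral control wells for no effect and mitoxantrone controls for full effect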
PGC1a acetyl inh: lowers PGC1a acetylation signal in U2OS cells; 350,000 tested, 0.17% active; inhibition, % at 15.6 µM; AlphaScreen anti-acetyl-lysine; with virally co-expressed GCN5 acetyltransferase; AID 651687;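 active = every replicate shows inhibition of at least 40%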;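 note: 0% = neutral control wells and 100% = positive control wells; some results beyond the cut were filed as inactive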
EWS-Fli inh: blocks EWS/Fli oncoprotein-driven transcription. A673 NR0B1-luciferase reporter, viability-normalised. inhibition, % at 12.6 µM. 350,000 tested, 0.67% active;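 active = mean inhibition of at least 50% after viability correction, with every replicate also passing that limit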;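 note: firefly luciferase signal divided by Alamar Blue viability fluorescence both relative to DMSO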
LGR2 inh: blocks bursicon-induced cAMP signaling via Drosophila LGR2; inhibition, % at 9.99 µM; 380,000 tested, 0.35% active; HEK293 LGR2, CRE-luciferase, bursicon-stimulated, 4 h;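 active = drop in luminescence signal, shown as inhibition above about 50% in the replicate tests, limit read from the data, passing the limit was not always enough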;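 note: agonist challenge used bursicon conditioned medium at about half maximal strength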
* = called active by the depositor; nt = not tested or not shown.

SMILES	ERAP1 HTS inh	PglD inh	FN deposit inh	S100A4 MyoIIA	PAX8 inh HTS	PGC1a acetyl inh	EWS-Fli inh	LGR2 inh
Cn1nc(C(=O)Nc2ccc3c(c2)OCO3)c2ccccc2c1=O	-3	-2	5	-1	-36	-14	-27	-12
COc1c(C)cc(Br)cc1C(=O)Nc1cccc(-c2nc3ncccc3o2)c1	6	nt	0	-1	0	5	-12	7
CC(C)c1ccc(S(=O)(=O)N2CCN(C(=O)CCc3nc4ccccc4c(=O)[nH]3)CC2)cc1	1	-3	14	-5	16	-2	-2	1
O=C(C[C@@H]1C=C[C@@H](NC(=O)c2ccncc2)[C@H](CO)O1)Nc1ccccc1	2	nt	-1	5	nt	5	-7	16
O=C(c1sc(N2CCOCC2)nc1-c1ccccc1)N1CCCCC1	0	nt	2	4	-15	nt	5	36
Cc1cc(N2CCOCC2)n2nc(C)c(-c3ccc(Cl)cc3)c2n1	4	-1	7	-2	6	1	-8	-12
O=C1Nc2ccccc2/C1=C/c1ccccc1F	0	2	-2	-4	6	2	-12	-9
COc1ccccc1NC(=O)CCS(=O)(=O)c1ccccc1	-2	nt	3	-2	-3	-3	-1	-1
Cc1nn(C)cc1/C=C/C(=O)c1cccs1	nt	2	0	nt	-215	-14	nt	nt
Cc1ccc(-n2nc3ccc(NC(=O)C(C)C)cc3n2)cc1	-1	-3	-1	-7	-210	-12	-67	-104
Cn1cc(CN2CCCC(CO)(Cc3ccccc3)C2)c2ccccc21 (stereo unspecified)	-6	-8	nt	-6	-17	-6	6	3
Cn1c(=O)c2c(nc(SCCN3CCOCC3)n2Cc2ccc(Cl)cc2)n(C)c1=O	11	2	-9	-3	18	0	3	-5
CCCc1cnc(Nc2nc(C(N)Cc3ccc(C(F)(F)F)cc3)cs2)nc1 (stereo unspecified)	-1	-1	-41	-5	-4	-6	14	17
CCN(CC)C(=O)c1ccccc1NS(C)(=O)=O	-2	-6	-22	2	4	3	6	-15
CCOC(=O)C1=C(COC(=O)COc2cccc(C)c2C)NC(=O)NC1C (stereo unspecified)	3	-1	-2	1	-10	8	1	-7
O=C(NCc1ccccc1Cl)c1ccc2c(c1)SC1=NS(=O)(=O)CCN12	nt	nt	0	1	20	nt	-1	0
COc1ccc(NC(=O)N2C[C@@H]3N[C@H](C2)[C@@H]3c2ccc(-c3ccc(OC)cc3)cc2)cc1	-2	nt	-3	6	93*	3	2	44
CCNC(=O)CC1C(=O)N(CC)C(=S)N1NC(=O)c1ccccc1 (stereo unspecified)	2	3	-2	-2	5	-11	10	5
NC(=O)C1CCCN(C(=O)CNC(=O)C23CC4CC(CC(C4)C2)C3)C1 (stereo unspecified)	1	-3	1	3	12	nt	4	17
CC(C)NC(=O)Nc1ccc2c(c1)C(=O)N([C@H](C)CO)C[C@@H](C)[C@@H](CN(C)C)OCCCC[C@@H](C)O2	2	1	3	7	-5	-2	nt	1
COc1ccccc1NS(=O)(=O)c1cc(C)ccc1C	nt	3	-9	nt	1	-19	nt	nt
CCc1ccccc1-n1ncc(C(=O)Nc2ccccc2OC)c1C	-1	-2	0	-1	7	nt	1	9
COc1cc(CC(=O)OCC(=O)N2CCCCC2)cc(OC)c1OC	-1	4	-5	0	8	4	21	-5
O=C(C[C@@H]1CC[C@H]2[C@@H](COC[C@H](O)CN2Cc2cccc(F)c2)O1)NCCc1ccncc1	1	-3	-8	-9	-7	4	-3	3
COc1ccccc1/C=C(/CC(=O)NCc1ccccc1)c1nc2ccccc2s1	nt	9	6	nt	9	-6	nt	-9
COC(=O)CSc1cc(C)nc2ccc(OC)cc12	nt	2	2	nt	2	-4	nt	nt
COc1cc(CNCCN2CCOCC2)ccc1OCC(=O)NC(C)(C)C	3	0	-9	4	14	8	16	nt
CCCCOc1ccc(C(=O)N2CCNC(=O)C2)cc1	4	4	-3	-1	2	-4	-4	-6
CCCC(C)NC(=O)Cc1ccc(Br)cc1 (stereo unspecified)	1	nt	-2	-5	38	nt	-3	-15
O=C(CN1C(=O)S/C(=C/c2cccn2-c2ccc(O)cc2)C1=O)N1CCCC1	1	2	4	-22	6	-11	0	4

By substructure, the compounds so far containing a Cl atom
SMILES	ERAP1 HTS inh	PglD inh	FN deposit inh	S100A4 MyoIIA	PAX8 inh HTS	PGC1a acetyl inh	EWS-Fli inh	LGR2 inh
Cc1cc(N2CCOCC2)n2nc(C)c(-c3ccc(Cl)cc3)c2n1	4	-1	7	-2	6	1	-8	-12
Cn1c(=O)c2c(nc(SCCN3CCOCC3)n2Cc2ccc(Cl)cc2)n(C)c1=O	11	2	-9	-3	18	0	3	-5
O=C(NCc1ccccc1Cl)c1ccc2c(c1)SC1=NS(=O)(=O)CCN12	nt	nt	0	1	20	nt	-1	0

The results go on.
SMILES	ERAP1 HTS inh	PglD inh	FN deposit inh	S100A4 MyoIIA	PAX8 inh HTS	PGC1a acetyl inh	EWS-Fli inh	LGR2 inh
CO[C@H](CN(C)C(=O)c1ccccc1F)[C@@H](C)CN([C@H](C)CO)S(=O)(=O)c1ccccc1	1	2	1	6	nt	-10	6	4
COc1ccccc1-n1c(-c2cccnc2)n[nH]c1=S	9	2	-4	-8	nt	-1	nt	3
CC(C)c1[nH]nc2c1C(c1ccccc1)N(Cc1ccccc1)C2=O (stereo unspecified)	-1	nt	-4	-1	-25	nt	-4	14
COCC(=O)Nc1ccc2c(c1)C(=O)N(C)C[C@@H](OC)[C@H](C)CN(CCc1ccccc1)[C@H](C)CO2	0	-2	-5	-2	12	4	11	42
Cc1ccc(N(CC(=O)NCc2ccccc2)C(=O)c2csnn2)cc1	-2	-3	13	-7	-25	0	-17	-21
O=C(COC(=O)CC(c1ccccc1)c1ccccc1)NCc1ccc(Cl)cc1	-3	-4	-6	-3	24	-2	-2	nt
CC(=O)Nc1ccc(C(=O)N/C(=C/c2ccccc2)C(=O)N2CCCCC2)cc1	2	-1	-3	-3	-6	nt	2	11
C=CCN1C(=O)OC2(CCCCC2)C1(C)O (stereo unspecified)	nt	4	5	nt	-23	3	nt	20
O=S(=O)(Nc1ccccn1)c1ccc(Cl)cc1	nt	0	8	nt	15	1	nt	nt
O=C(NCCc1c[nH]c2ccccc12)C1CCC(=O)N(CCc2cccc(F)c2)C1 (stereo unspecified)	-4	5	3	0	-9	nt	10	4
CC(C)Sc1nc(C(F)(F)F)cc(=O)n1-c1ccccc1	nt	-1	1	nt	-6	6	nt	nt
COC(=O)C1=C(C)N(Cc2ccccc2)C(=S)NC1c1cccc(Br)c1 (stereo unspecified)	2	nt	0	4	-43	nt	-19	-2
C[C@H](CO)N1C[C@H](C)[C@@H](CN(C)Cc2ccc(C(F)(F)F)cc2)Oc2ccc(NC(=O)Nc3ccc(F)cc3)cc2CC1=O	1	nt	-6	0	nt	-16	10	2
C=CCC(=O)N1CCC(n2nccc2NC(=O)CCOc2ccccc2)CC1	1	-3	nt	0	-8	nt	nt	-44
CCn1c2ccccc2c2cc(NC(=O)CNCc3ccccc3OC)ccc21	1	-7	14	0	16	nt	57*	6
N#Cc1ccc(NC(=O)C2=COCCO2)cc1	2	0	14	-2	-76	-3	-41	-14
CCCNC(=O)N1CC(=O)N2[C@H](C1)[C@H](c1ccc(-c3ccc(F)cc3)cc1)[C@@H]2CO	0	nt	-8	2	nt	-2	-2	7
O=C(O)c1ccccc1Nc1ccc(OC(F)F)cc1	-2	nt	5	-2	-10	-1	8	-8
O=C(Cn1c(O)c(/C=C2\C=Nc3ccccc32)sc1=O)N1CCOCC1	-1	nt	0	0	-20	nt	-1	4
CN1CCN(CCC(=O)N2c3ccccc3Sc3ccc(Cl)cc32)CC1	1	-4	-7	2	nt	nt	nt	-4
C/C(=N\Nc1nc(N2CCOCC2)nc(N2CCOCC2)n1)c1cccs1	4	nt	-25	10	-4	4	1	14
COc1cccc(N2CCN(Cc3ccco3)CC2)c1	1	3	0	-32	9	-1	13	6
CC(C)[C@H](NC(=O)c1ccccc1Cl)C(=O)Nc1nc(-c2ccccn2)cs1	-2	16	17	0	58	12	30	10
CCN(C[C@H]1N[C@@](Cc2ccccc2)(C(=O)OC)[C@H]2C(=O)N(Cc3ccccc3)C(=O)[C@@H]12)C(=O)c1ccccc1	-2	-5	-15	2	2	1	3	-13
COc1ccc(C(O)P(=O)(OCC(C)C)c2ccc(N(C)C)cc2)c(OC)c1 (stereo unspecified)	9	6	8	-22	0	9	5	44
COC(=O)C1CCN(C(=O)COC(=O)c2oc3ccccc3c2C)CC1	-5	-3	-1	8	-3	2	-1	-8
O=C(Nc1nc2c(s1)COc1ccccc1-2)c1cccs1	6	7	6	-4	8	0	-19	8
C=CCn1c(O)c(N=Nc2ccccc2[N+](=O)[O-])c2ccccc21	0	-2	4	0	nt	7	-33	-40
C[C@H](CO)N1C[C@H](C)[C@@H](CN(C)C(=O)C2CCOCC2)Oc2ncc(C3=CCCCC3)cc2C1=O	3	-1	5	11	-12	-7	-1	6
CCNc1nc(-c2sc(NC(=O)C(C)(C)C)nc2C)c(-n2cc(-c3ccccc3)nn2)s1	-1	nt	9	5	-7	nt	2	-23
C=C(C)CC1N(c2cccc(OC)c2)C(=O)C2C(C(=O)O)C3C=CC21O3 (stereo unspecified)	nt	1	6	-3	12	1	-4	-21
Cc1ccc2c(c1)N(CC(=O)NCCc1ccccc1)C(=O)c1cccnc1O2	-1	-1	-6	-1	-10	0	1	13
Cc1ccc(C2=NS(=O)(=O)N(C)C(C(=O)N3CCOCC3)=C2)cc1	1	1	-1	-2	-1	0	-15	-5
CCc1ccccc1NC(=O)CNC(=O)CNC(=O)Cc1ccccc1	2	2	3	1	nt	10	0	15
COc1ccc(/C=C/C2=CC(C)(C)NC(=S)N2)cc1OC	6	nt	-12	5	3	nt	7	14
COc1ccc(-c2oc3ccccc3c2C(=O)OCc2ccc(O)cc2)cc1	-3	3	-3	-4	-26	-11	-34	-13
CC(C)CNC(=S)NC(=O)c1ccc(Cl)cc1Cl	1	nt	2	1	-80	nt	-46	nt
C#CCNC(=O)c1cc2cccnc2nc1N	13	nt	2	-3	-5	nt	-11	-1
COc1cccc(CN(C(=O)c2ccco2)C2CCS(=O)(=O)C2)c1 (stereo unspecified)	-4	-3	13	4	-2	5	-2	0
CCOc1ccc(Oc2ccc(NC(=O)CSc3nncn3C)cc2)cc1	-1	-2	-2	-13	-7	2	32	11

Only EWS-Fli inh and ERAP1 HTS inh, for 6 of the compounds above:
SMILES,EWS-Fli inh,ERAP1 HTS inh
COc1ccc(/C=C/C2=CC(C)(C)NC(=S)N2)cc1OC,7,6
C#CCNC(=O)c1cc2cccnc2nc1N,-11,13
CCc1ccccc1NC(=O)CNC(=O)CNC(=O)Cc1ccccc1,0,2
C=C(C)CC1N(c2cccc(OC)c2)C(=O)C2C(C(=O)O)C3C=CC21O3 (stereo unspecified),-4,nt
CC(C)CNC(=S)NC(=O)c1ccc(Cl)cc1Cl,-46,1
CCOc1ccc(Oc2ccc(NC(=O)CSc3nncn3C)cc2)cc1,32,-1

The list goes on:
SMILES	ERAP1 HTS inh	PglD inh	FN deposit inh	S100A4 MyoIIA	PAX8 inh HTS	PGC1a acetyl inh	EWS-Fli inh	LGR2 inh
CN1c2ccc(-c3cccc(C#N)c3)cc2[C@H]2[C@H](CCN2C(=O)CN2CCOCC2)[C@H]1CO	0	2	-44	4	2	6	1	0
O=C(c1ccc([N+](=O)[O-])cc1)N1CCC(Cc2ccccc2)CC1	-1	nt	1	-10	12	nt	10	-14
COc1ccc(-c2cc3ccccc3n2CC(O)CN2CCC(C)CC2)cc1 (stereo unspecified)	nt	2	13	-1	19	nt	-5	16
CCC(=O)Nc1ccc2c(c1)OC[C@H](C)N(C(=O)C1CCC1)C[C@@H](C)[C@H](OC)CN(C)C2=O	1	-2	0	-12	-1	9	0	5
CC(Sc1nnc(-c2ccccc2F)n1N)C(=O)NCC1CCCO1 (stereo unspecified)	2	nt	7	-6	-2	nt	-1	13
